TcdB inh: TcdB glycohydrolase inhibitors, primary screen, biochemical, single point, plate reader | Toxin B (Clostridioides difficile), P18177 | inhibition, % at 9.99 µM | 0.24% of 350,000 active | AID 652162, 2013 | TcdB glycohydrolase enzymatic assay; in the data active means inhibition above about 10%
Target sequence (P18177 whole entry, looked up): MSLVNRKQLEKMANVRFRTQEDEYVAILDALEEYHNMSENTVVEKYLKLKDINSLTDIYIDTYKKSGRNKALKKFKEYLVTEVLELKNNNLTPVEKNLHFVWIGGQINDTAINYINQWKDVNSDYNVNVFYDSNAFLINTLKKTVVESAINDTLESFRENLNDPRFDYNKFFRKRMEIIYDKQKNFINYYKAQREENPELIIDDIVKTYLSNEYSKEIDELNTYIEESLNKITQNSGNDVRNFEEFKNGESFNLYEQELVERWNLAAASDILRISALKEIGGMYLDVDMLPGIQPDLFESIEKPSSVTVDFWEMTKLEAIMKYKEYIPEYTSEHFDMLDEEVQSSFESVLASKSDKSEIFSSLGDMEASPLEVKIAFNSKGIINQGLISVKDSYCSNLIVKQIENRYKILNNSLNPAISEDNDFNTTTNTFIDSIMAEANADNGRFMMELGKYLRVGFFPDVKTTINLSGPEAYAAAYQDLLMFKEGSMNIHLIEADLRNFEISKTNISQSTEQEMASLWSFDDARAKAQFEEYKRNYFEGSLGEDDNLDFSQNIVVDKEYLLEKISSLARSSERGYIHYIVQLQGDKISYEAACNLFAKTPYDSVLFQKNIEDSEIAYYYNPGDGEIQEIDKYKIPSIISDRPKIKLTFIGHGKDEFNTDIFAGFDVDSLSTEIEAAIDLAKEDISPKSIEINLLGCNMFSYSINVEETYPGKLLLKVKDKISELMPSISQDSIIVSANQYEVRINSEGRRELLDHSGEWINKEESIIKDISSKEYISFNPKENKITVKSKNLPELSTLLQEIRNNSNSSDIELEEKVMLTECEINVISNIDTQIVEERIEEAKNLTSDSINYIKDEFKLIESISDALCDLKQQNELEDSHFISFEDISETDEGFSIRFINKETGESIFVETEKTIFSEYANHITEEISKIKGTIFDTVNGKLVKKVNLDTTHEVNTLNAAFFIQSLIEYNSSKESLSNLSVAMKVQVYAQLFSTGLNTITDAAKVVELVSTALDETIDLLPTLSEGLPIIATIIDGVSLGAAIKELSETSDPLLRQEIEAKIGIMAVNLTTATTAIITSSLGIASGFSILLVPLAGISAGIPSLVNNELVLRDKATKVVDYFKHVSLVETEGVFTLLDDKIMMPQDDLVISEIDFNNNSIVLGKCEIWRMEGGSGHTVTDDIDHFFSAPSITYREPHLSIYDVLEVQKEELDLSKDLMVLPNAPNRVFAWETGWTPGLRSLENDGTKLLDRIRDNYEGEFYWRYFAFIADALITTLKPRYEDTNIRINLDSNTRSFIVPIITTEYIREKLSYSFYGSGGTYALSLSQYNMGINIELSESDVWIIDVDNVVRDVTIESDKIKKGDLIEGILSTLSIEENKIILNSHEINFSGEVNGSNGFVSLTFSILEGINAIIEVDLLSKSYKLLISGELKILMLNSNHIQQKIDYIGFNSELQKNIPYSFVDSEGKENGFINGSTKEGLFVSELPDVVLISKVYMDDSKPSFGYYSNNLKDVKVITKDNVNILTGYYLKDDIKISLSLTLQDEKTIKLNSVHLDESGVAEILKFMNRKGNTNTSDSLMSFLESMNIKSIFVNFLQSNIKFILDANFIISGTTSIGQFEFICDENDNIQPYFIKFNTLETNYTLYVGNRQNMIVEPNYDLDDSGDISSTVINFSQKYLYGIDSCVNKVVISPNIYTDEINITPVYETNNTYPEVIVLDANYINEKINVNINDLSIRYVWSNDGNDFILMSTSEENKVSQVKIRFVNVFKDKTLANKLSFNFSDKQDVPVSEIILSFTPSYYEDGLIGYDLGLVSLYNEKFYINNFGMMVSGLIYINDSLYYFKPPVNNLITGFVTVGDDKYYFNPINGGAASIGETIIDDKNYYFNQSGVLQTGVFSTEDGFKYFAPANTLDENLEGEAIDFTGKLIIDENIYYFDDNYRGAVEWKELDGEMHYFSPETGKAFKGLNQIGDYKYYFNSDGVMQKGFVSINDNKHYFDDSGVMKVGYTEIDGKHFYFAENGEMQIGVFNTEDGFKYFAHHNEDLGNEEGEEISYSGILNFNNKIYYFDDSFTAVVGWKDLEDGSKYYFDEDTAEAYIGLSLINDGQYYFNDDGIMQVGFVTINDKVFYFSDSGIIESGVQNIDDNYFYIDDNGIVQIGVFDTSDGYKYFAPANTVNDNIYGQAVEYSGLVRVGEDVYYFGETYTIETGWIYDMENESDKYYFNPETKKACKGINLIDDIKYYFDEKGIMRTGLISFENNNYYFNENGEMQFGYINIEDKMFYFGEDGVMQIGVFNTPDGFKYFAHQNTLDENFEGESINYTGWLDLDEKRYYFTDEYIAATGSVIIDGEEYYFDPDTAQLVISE
An asterisk follows results filed as active; & = joins results of further samples.

SMILES	TcdB inh
C[C@H](CO)N1C[C@H](C)[C@H](CN(C)S(=O)(=O)c2cccs2)Oc2c(NC(=O)Nc3ccc(F)cc3)cccc2C1=O	1.6
CC=Cc1ccc2n(c1=O)C[C@H]1[C@H](CO)[C@@H](C(=O)N(C)C)[C@@H]2N1CC1CCCC1 (mixture of isomers)	-8.1
O=C1OCC2=Nc3cccc4cccc(c34)N12	0.6
O=C(CC1CC1)N1CC(=O)N2[C@H](C1)[C@H](c1ccc(-c3ccccc3)cc1)[C@@H]2CO	-0.6
CC(=O)C1=C(C)N(Cc2ccc(Br)cc2)C(=S)NC1c1cccc(F)c1 (centres undefined)	1.5
CN1C(=O)c2cc(NC(=O)C3CC3)ccc2OC[C@H]2O[C@@H](CC(=O)Nc3cc(F)ccc3F)CC[C@@H]21	-10.8
CCCCC[C@@H](C)N1C[C@H](COCc2ccccc2)Oc2cc(N3CCC[C@@H]3COC)ccc2S1(=O)=O	0.8
O=C(CC1CC1)N1CC2(C1)[C@H](c1ccccc1)[C@@H](CO)N2C(=O)c1cnccn1	0.7
COc1ccc(NC(=O)Nc2ccc3c(c2)[C@H]2C[C@@H](CC(=O)NCc4ccncc4)O[C@@H](CO)[C@H]2O3)cc1	-1.0
COc1ccc(-c2ccc(C3[C@H]4CNC[C@@H]3N4C(=O)Nc3ccccc3F)cc2)cc1 (some centres undefined)	-2.4&-4.0
CC(C)(C)OC(=O)N[C@H]1C=C[C@@H](CC(=O)OCC(F)(F)F)C1	-0.4
COc1ccc(CN2C(=O)CCC2(C)c2nnnn2C2CCCCC2)cc1 (centres undefined)	1.2
CS(=O)(=O)N1[C@H](CO)[C@H](c2ccccc2-c2ccc(F)cc2)[C@@H]1C#N	1.1
Cc1cccc(C)c1NC(=O)C1C(c2ccc3c(c2)OCO3)=Nc2ccccc2N1C(=O)c1ccccc1 (centres undefined)	-5.6
COc1ccc(NC(=O)N(C)C[C@H]2Oc3c(NS(=O)(=O)c4ccccc4)cccc3C(=O)N([C@H](C)CO)C[C@@H]2C)cc1	-1.1
COC(=O)C[C@@H]1C=C[C@@H](NC(=O)c2ccccc2F)[C@@H](CO)O1	0.1
O=C(NCCO)OC1CC2CC1[C@H]1CCCCN1C2=O (some centres undefined)	0.5
CCCNC(=O)N1CC2(CCN(Cc3nccs3)CC2)c2c([nH]c3cc(OC)ccc23)[C@H]1CO	-4.7
Cc1cc(N2CCN(C(C(=O)NC3CCCC3)C(C)(C)C)CC2)c2ccccc2n1 (centres undefined)	-0.1
COC(=O)C1=CN(c2ccc(OC)cc2)C(N)=C(C#N)C1c1cccc2ccccc12 (centres undefined)	0.4
COc1ccc(-c2ccccc2[C@H]2[C@@H](CO)N(C(=O)NC(C)C)[C@H]2C#N)cc1	0.9
CC(C)C[C@@H](CN1CCC[C@H]1CN1C(=O)C(=O)NC[C@@H]1Cc1ccccc1)N1C[C@H](Cc2ccc(O)cc2)N(CC2CCCCC2)C(=O)C1=O	-3.5
C=CCCC1CN(Cc2ccc(OC)cc2)S(=O)(=O)c2c(cccc2Sc2ccc(OC)c(OC)c2)O1 (centres undefined)	-1.2
C[C@@H]1CCCCO[C@@H](CN(C)Cc2ccc(C(=O)Nc3ccccc3N)cc2)[C@@H](C)CN([C@H](C)CO)C(=O)c2cc(NS(=O)(=O)c3ccc(F)cc3)ccc2O1	1.8
C[C@H](CO)N1C[C@H](C)[C@H](CN(C)S(=O)(=O)c2ccccc2)Oc2ccc(NS(=O)(=O)c3cccs3)cc2C1=O	-1.1

A portion taken from the entries so far:
SMILES	TcdB inh
CS(=O)(=O)N1[C@H](CO)[C@H](c2ccccc2-c2ccc(F)cc2)[C@@H]1C#N	1.1
Cc1cccc(C)c1NC(=O)C1C(c2ccc3c(c2)OCO3)=Nc2ccccc2N1C(=O)c1ccccc1 (centres undefined)	-5.6

(listing goes on)
SMILES	TcdB inh
O=C(c1ccncc1)N1CC2(C1)[C@H](c1ccccc1)[C@@H](CO)N2CC1CC1	0.7
C[C@H](CO)N1C[C@H](C)[C@@H](CN(C)Cc2ccc(C(F)(F)F)cc2)OCc2ccccc2-c2c(n(C)c3ccccc23)C1=O	-1.2
COC(=O)C[C@@H]1CC[C@H](NC(=O)Cc2ccccn2)[C@@H](CO)O1	0.3
CN1C(=O)c2cc(NC(=O)C3CCCCC3)ccc2OC[C@@H]2O[C@H](CC(=O)NCC3CCCCC3)CC[C@@H]21	-0.3
CCc1sc(N2[C@@H](C#N)[C@@H](c3ccccc3-c3cccc(C)c3)[C@@H]2CO)nc1C	-0.2
C/C=C/c1ccc([C@@H]2[C@H](CO)N(CCC(F)(F)F)C23CN(C(=O)CC2CC2)C3)cc1	2.1
CC(C)CN(C[C@H]1N[C@H](CO)[C@@H]1c1ccccc1)C(=O)C1CCCCC1	0.7
CCN1[C@@H]2c3ccc(/C=C/c4ccccc4)c(=O)n3C[C@H]1[C@H](CO)[C@H]2C(=O)NC1Cc2ccccc2C1	-0.8
COc1ccc2c3c([nH]c2c1)[C@H](CO)N(C(=O)c1cccnc1)CC31CN(Cc2ccccc2)C1	-1.3
Cc1ccc(S(=O)(=O)N2[C@@H](CO)CO[C@H]2CC(=O)c2cccc3ccccc23)cc1	2.4
Cn1cnc(S(=O)(=O)N[C@H]2CC[C@@H](CC(=O)NCC3CC3)O[C@@H]2CO)c1	-0.9
COCC(=O)N1CCC2(CC1)CN(C(=O)Nc1ccccc1F)[C@@H](CO)c1[nH]c3cc(OC)ccc3c12	1.3
COc1ccc2c3c([nH]c2c1)[C@H](CO)N(Cc1ccccc1)CC31CCN(CC2CC2)CC1	-2.9
O=C(Nc1cccc(F)c1)N1CC(=O)N2[C@H](CO)[C@H](c3ccc(C#CCC4CCCC4)cc3)[C@H]2C1	-7.8
Cc1ccc(S(=O)(=O)N2[C@H](CC(=O)c3cccc4ccccc34)OC[C@@H]2C)cc1	-1.0
COc1ccc2c3c(n(C)c2c1)[C@H](CO)N(C(=O)Nc1ccc(F)cc1)CC31CCN(S(=O)(=O)c2cccs2)CC1	-0.8
C[C@@H]1CN([C@H](C)CO)C(=O)Cc2cc(NC(=O)Nc3ccc(F)cc3)ccc2O[C@H]1CN(C)Cc1ccc(C(=O)Nc2ccccc2N)cc1	-1.5
O=C(C[C@H]1CC[C@@H](NC(=O)CCN2CCCCC2)[C@H](CO)O1)Nc1ccccc1	-0.8
C[C@@H]1CN([C@H](C)CO)C(=O)c2cc(NC(=O)Nc3ccc(C(F)(F)F)cc3)ccc2O[C@@H]1CN(C)S(=O)(=O)c1ccc(F)cc1	-0.8
C[C@@H]1CN([C@H](C)CO)C(=O)c2c(c3ccccc3n2C)-c2ccccc2CO[C@H]1CN(C)Cc1cccc(C(F)(F)F)c1	-7.7
Cc1ccc(S(=O)(=O)N2CC[C@@H]3[C@@H](CO)Nc4ccc(C#Cc5cccc(F)c5)cc4[C@@H]32)cc1	-0.9
CSCCC(c1nc2ccccc2[nH]1)n1c(-c2ccc3ncccc3c2)nc2ccccc21 (centres undefined)	0.7
CN(C)CC#Cc1ccc([C@H]2[C@H](CO)N3C(=O)CN(C(=O)c4ccccc4)C[C@@H]23)cc1	1.1
CCCN1[C@@H]2c3ccc(-c4cccc(OC)c4)c(=O)n3C[C@H]1[C@H](CO)[C@H]2C(=O)OC	0.7
CN1CCN(C(=O)c2cc3c(c(-c4cccc(-c5cccnc5)c4)n2)[C@H](CCO)N(C(=O)CC2CC2)C3)CC1	1.7

(next part)
SMILES	TcdB inh
C[C@H]1CN([C@@H](C)CO)C(=O)Cc2cc(NC(=O)Cn3cnnn3)ccc2O[C@H]1CN(C)S(=O)(=O)c1ccc(Cl)cc1	0.1
COc1ccc(CN2C(=O)COc3ccccc3C2c2nc3ccccc3[nH]2)cc1 (centres undefined)	1.4
Cc1cccc(C)c1NC(=O)C1(C)CSCC(=O)N1CCCN1CCOCC1 (centres undefined)	0.5
CCC(=O)N1CC2(CCN(Cc3ccc(Cl)cc3)CC2)c2c(n(C)c3cc(OC)ccc23)[C@H]1CO	3.5
CCCNC(=O)N1[C@H](C#N)[C@H](c2ccccc2-c2ccc(OC)cc2)[C@@H]1CO	0.1
Cc1ccc(-c2ccccc2[C@H]2[C@@H](CO)N(C(=O)NC3CCCC3)[C@H]2C#N)cc1	-0.1
CC(C)(C)c1ccc(S(=O)(=O)N2CCN(C(=O)C(=O)c3cccc(C(F)(F)F)c3)CC2)cc1	1.0
C[C@H](CO)N1C[C@H](C)[C@@H](CN(C)C(=O)Nc2ccc(F)cc2)Oc2ccc(NC(=O)Cc3cn(C)c4ccccc34)cc2CC1=O	0.0
CC(=O)N1[C@@H]2c3ccc(C4=CCCC4)c(=O)n3C[C@H]1[C@H](CO)[C@H]2C(=O)NCC1CC1	-1.2
CC(=O)N1[C@H](CO)[C@H](c2ccccc2)[C@@H]1CNC(=O)c1ccncc1	1.6
C[C@@H]1CCCCO[C@H](CN(C)S(=O)(=O)c2ccccc2)[C@@H](C)CN([C@@H](C)CO)C(=O)c2cc(NS(=O)(=O)c3ccc(F)cc3)ccc2O1	0.4
COC(=O)CC1N(S(=O)(=O)c2ccc(C)cc2)c2ccccc2C1(C(=O)OC)C(=O)OC (centres undefined)	1.8
C/C=C/c1ccccc1[C@H]1[C@@H](CO)N(C(=O)NC2CCCCC2)[C@H]1C#N	1.6
O=C(Cc1cccnc1)N1CC2(C1)[C@@H](c1ccccc1)[C@@H](CO)N2C(=O)C1CCCC1	0.2
O=C1C=CCCN1C(=O)/C=C/c1cccc(Br)c1	0.4
CN1c2ccc(-c3cccc(C#N)c3)cc2[C@@H]2[C@@H](CCN2S(=O)(=O)c2ccc(F)cc2)[C@@H]1CO	-1.2
C=CCN1C(=O)c2n[nH]c(COC)c2C1c1ccc2c(c1)OCO2 (centres undefined)	1.0
CCCCNC(=O)C[C@@H]1C[C@@]2(C(=O)OCC)CCCC=C2N(Cc2ccc(Cl)cc2Cl)C1=O	-0.7
CS(=O)(=O)N1CC(=O)N2[C@H](CO)[C@@H](c3ccc(C#CCC4CCCC4)cc3)[C@H]2C1	0.6
COc1ccc(C[C@H]2CCc3cnnn3COC[C@H](Cc3ccccc3)NC2=O)cc1	-1.8
O=C1c2ccccc2C(c2nnnn2Cc2ccccc2)N1Cc1cccnc1 (centres undefined)	0.5
CO[C@H]1CN(C)C(=O)c2ccc(NC(C)=O)cc2OC[C@H](C)N(Cc2ccccc2C(=O)O)C[C@@H]1C	-0.7
C[C@@H]1CN([C@@H](C)CO)C(=O)Cc2cc(NC(=O)CCCCCC(=O)Nc3ccccc3N)ccc2O[C@H]1CN(C)C(=O)Nc1ccc2c(c1)OCO2	0.8
COc1ccc2c3c(n(C)c2c1)[C@H](CO)N(C(=O)CN1CCOCC1)CC31CCN(C(C)=O)CC1	-3.7
COc1cccc(CN2[C@H](CO)[C@H](c3ccccc3)C23CN(C(=O)C2CCC2)C3)c1	0.4

Remaining list, next part:
SMILES	TcdB inh
Cc1cccc(S(=O)(=O)N2C[C@@H]3N[C@H](C2)C3c2ccc(-c3cccc(C(=O)N(C)C)c3)cc2)c1 (some centres undefined)	-5.8&-0.8
O=C(N[C@H](Cc1ccccc1)C(=O)NCCCN1CCCC1=O)[C@H]1O[C@@H](n2ccc(=O)[nH]c2=O)[C@H](O)[C@@H]1O	1.7
COC(=O)[C@@H]1[C@@H](CO)[C@@H]2Cn3c(ccc(C4=CCCCC4)c3=O)[C@H]1N2Cc1ccccc1OC	-0.8
C=CS(=O)(=O)N(C(=C)C(=O)OC)S(C)(=O)=O	0.5
COc1ccc2c3c([nH]c2c1)[C@H](CO)N(Cc1ccccc1Cl)CC31CN(C(C)=O)C1	0.6
C[C@H]1CN([C@@H](C)CO)C(=O)c2cc(NC(=O)Cn3cnnn3)ccc2O[C@H]1CN(C)C(=O)Nc1ccc(F)cc1	0.2
CCOC(=O)[C@]12CCCC=C1N(Cc1ccccc1)C(=O)[C@H](CC(=O)NCc1cccc(C(F)(F)F)c1)C2	0.5
O=C(C[C@@H]1C=C[C@H](NC(=O)C2CCOCC2)[C@H](CO)O1)Nc1ccccc1	-0.5

Molecules above that have an NH in an aromatic ring (9):
SMILES	TcdB inh
CCCNC(=O)N1CC2(CCN(Cc3nccs3)CC2)c2c([nH]c3cc(OC)ccc23)[C@H]1CO	-4.7
COc1ccc2c3c([nH]c2c1)[C@H](CO)N(C(=O)c1cccnc1)CC31CN(Cc2ccccc2)C1	-1.3
COCC(=O)N1CCC2(CC1)CN(C(=O)Nc1ccccc1F)[C@@H](CO)c1[nH]c3cc(OC)ccc3c12	1.3
COc1ccc2c3c([nH]c2c1)[C@H](CO)N(Cc1ccccc1)CC31CCN(CC2CC2)CC1	-2.9
CSCCC(c1nc2ccccc2[nH]1)n1c(-c2ccc3ncccc3c2)nc2ccccc21 (centres undefined)	0.7
COc1ccc(CN2C(=O)COc3ccccc3C2c2nc3ccccc3[nH]2)cc1 (centres undefined)	1.4
C=CCN1C(=O)c2n[nH]c(COC)c2C1c1ccc2c(c1)OCO2 (centres undefined)	1.0
O=C(N[C@H](Cc1ccccc1)C(=O)NCCCN1CCCC1=O)[C@H]1O[C@@H](n2ccc(=O)[nH]c2=O)[C@H](O)[C@@H]1O	1.7
COc1ccc2c3c([nH]c2c1)[C@H](CO)N(Cc1ccccc1Cl)CC31CN(C(C)=O)C1	0.6

This is a subset; count on the stated rates, not on these rows.
